A3A deaminase: human APOBEC3A DNA deaminase inhibition; 0.41% of 330,000 active; recombinant A3A, FAM/TAMRA ssDNA deamination fluorescence; inhibition, % at 20 µM;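 active = at least 40% inhibition at 20 µM here, with at most 30% in a related deaminase screen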;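 also: plate controls were A3A with DMSO for no effect and wells lacking A3A enzyme for full effect; some results filed as inactive read as strong as hits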
mIAP activ: mouse IAP activation; muIAP, CDP-Star luminescence, 30 min; active compounds read high; 1 = vehicle-only enzyme signal, 0 = enzyme-free wells; activation factor at 10 µM; 0.24% of 330,000 active;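 active = activation factor of at least 2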; also: the source names both 10 and 20 µM as test concentration; values of inactives mirror those of a sister screen read the other way
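System: mouse IAP enzyme. Reagent: CDP-Star chemiluminescent phosphatase substrate. Benchmarks: DMSO wells, no-enzyme wells. Times: 30 min enzyme-substrate-compound incubation at room temperature. Detection: luminescence from enzymatic CDP-Star hydrolysis. Doses: test compounds delivered from DMSO solution.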
beta cell repl: inducers of beta-cell replication in MIN6 cells; MIN6 cells proliferation, ATPlite luminescence, 48 h; cells starved in 0.2% serum; 100% = growth in 10% serum; 0.29% of 330,000 active; proliferation, % at 10 µM; AID 2380;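 active = compounds whose signal lies at least 3.5 SD above the mean of all wells on their plate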;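 also: 0% = DMSO-treated cells in low-serum medium and 100% = 10% serum control; some compounds called inactive have numbers as strong as hits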
mIAP block: blocks mouse intestinal alkaline phosphatase. purified mouse IAP, CDP-Star luminescence, 30 min. inhibition, % at 10 µM. 0.2% of 330,000 active. AID 2806;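 active = inhibition of at least 40% at 10 µM in the primary screen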;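 also: plate controls were DMSO with enzyme for no effect and no enzyme wells for full effect; values of inactives mirror those of a sister screen read the other way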
GRIN3A LBD mod: modulators (binders) of human NR3A ligand-binding domain; Tm shift relative to glycine control, % at 25 µM; NR3A LBD differential scanning fluorimetry, Tm shift; 0% = protein alone, 100% = glycine-bound protein; 2.5% of 340,000 active;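 active = melting temperature shift of at least 10% of the positive control shift, at one fixed dose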
A3G deaminase: inhibitors of human APOBEC3G DNA deaminase. recombinant A3G, ssDNA deamination FAM/TAMRA fluorescence. Q9HC16. AID 493012. inhibition, % at 20 µM. 0.28% of 330,000 active;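 active = inhibition of at least 40% at 20 µM, with no more than 30% in the related APOBEC3A deaminase screen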;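 also: plate controls were DMSO wells with A3G for no effect and wells lacking A3G enzyme for full effect; some compounds called inactive have numbers as strong as hits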
Target sequence (Q9HC16 whole entry, looked up): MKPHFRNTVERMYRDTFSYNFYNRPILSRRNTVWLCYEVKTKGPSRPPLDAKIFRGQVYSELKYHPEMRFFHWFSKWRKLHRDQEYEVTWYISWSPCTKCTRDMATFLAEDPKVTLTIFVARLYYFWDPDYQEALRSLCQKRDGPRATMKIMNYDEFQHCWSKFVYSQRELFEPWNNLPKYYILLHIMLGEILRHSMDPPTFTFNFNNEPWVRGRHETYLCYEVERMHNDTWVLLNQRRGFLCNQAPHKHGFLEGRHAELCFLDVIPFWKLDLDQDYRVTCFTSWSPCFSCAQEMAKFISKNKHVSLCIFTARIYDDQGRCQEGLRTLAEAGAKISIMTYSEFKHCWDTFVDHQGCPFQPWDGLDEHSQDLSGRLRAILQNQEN
hIAP inh: human IAP inhibition | purified IAP, CDP-Star luminescence, 30 min | inhibition, % at 10 µM | P09923 | 0.12% of 330,000 active;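 active = inhibition reaching a set limit with compound at 10 µM in the primary screen, cut at about 35% in these data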;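 also: plate controls were DMSO wells with enzyme for no effect and no-enzyme buffer wells for full effect; values of inactives mirror those of a sister screen read the other way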
Target sequence (P09923 whole entry, looked up): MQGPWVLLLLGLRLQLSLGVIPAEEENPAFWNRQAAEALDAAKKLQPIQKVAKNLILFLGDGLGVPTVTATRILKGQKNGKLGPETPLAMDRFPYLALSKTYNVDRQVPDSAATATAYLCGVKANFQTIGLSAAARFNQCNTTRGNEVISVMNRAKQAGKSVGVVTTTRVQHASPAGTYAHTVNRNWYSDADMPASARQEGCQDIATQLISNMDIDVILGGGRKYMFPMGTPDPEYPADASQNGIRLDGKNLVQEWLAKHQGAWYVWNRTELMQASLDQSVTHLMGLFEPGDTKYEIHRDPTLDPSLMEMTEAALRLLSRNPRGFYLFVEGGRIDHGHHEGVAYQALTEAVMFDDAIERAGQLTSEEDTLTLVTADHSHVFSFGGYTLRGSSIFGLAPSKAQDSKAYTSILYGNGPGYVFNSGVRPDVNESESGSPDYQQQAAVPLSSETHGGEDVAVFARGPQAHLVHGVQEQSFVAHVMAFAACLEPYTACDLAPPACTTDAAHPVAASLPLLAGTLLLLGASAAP
MPTP inh: inhibitors of mitochondrial permeability transition pore | isolated mouse mitochondria, Ca2+ swelling absorbance, 30 min | inhibition, % at 10 µM | 1.4% of 360,000 active;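 active = inhibition of 50% or more, scaled per plate between neutral and stimulator controls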;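 also: 0% = DMSO wells given calcium and 100% = 1 mM EGTA wells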
hIAP activ: human IAP activation; P09923; purified human IAP, CDP-Star luminescence, 30 min; active compounds read high; 1 = vehicle-only enzyme, 0 = enzyme-free background; activation factor at 10 µM; 0.16% of 330,000 active; AID 2524;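 active = activation factor of the enzyme at least 2-fold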; also: the source names both 10 and 20 µM as test concentration; values of inactives mirror those of a sister screen read the other way
Numbers without * were called inactive; . = no result given.

Order of results – A3A deaminase	mIAP activ	beta cell repl	mIAP block	GRIN3A LBD mod	A3G deaminase	hIAP inh	MPTP inh	hIAP activ
- Cc1ccc(C(=O)COC(=O)CCS(=O)(=O)c2ccccc2)cc1[N+](=O)[O-]
  -1	0.99	-3	1	-3	-7	8	1.4	0.92
- CCn1cc([N+](=O)[O-])c(C(=O)NCc2ccc3c(c2)OCO3)n1
  1	1	-1	-2	-2	-1	5	-0.1	0.95
- COCCCNC(=O)c1ccc(-n2nc(C(F)(F)F)cc2-c2cccs2)cc1
  1	1	-1	0	1	3	15	-0.7	0.85
- COc1ccc(CN(C(=O)/C=C/c2ccco2)C2CCS(=O)(=O)C2)cc1OC (stereo unspecified)
  -1	1	-3	-2	3	-2	-28	-2.0	1.3
- Cc1cccc(C(=O)N2CCCC(N3CCN(c4ccc(F)cc4)CC3)C2)n1 (stereo unspecified)
  1	0.99	-6	1	-6	3	8	-0.1	0.92
- O=C(COC(=O)c1cccs1)Nc1cccc(S(=O)(=O)N2CCCCC2)c1
  -2	1.1	-2	-8	-5	-5	15	0.3	0.85
- C=CCn1c(N)c(C(=O)NCc2cccnc2)sc1=S
  -3	0.76	3	24	1	-5	-2	-0.7	1
- CC(C)c1ccc(/C=C2\SC(=O)N(CC(=O)NC3C=CS(=O)(=O)C3)C2=O)cc1 (stereo unspecified)
  -5	0.86	-6	14	2	-6	-2	6.3	1
- CNc1nc(Oc2ccccc2C(=O)OC)nc(SC)n1
  1	1.1	-3	-12	0	-3	0	1.2	1
- COC(=O)CSc1nnc(-c2sc3ccccc3c2Cl)o1
  -4	0.99	-1	1	1	-5	17	0.2	0.83

Two entries from above, with tabs.
SMILES	A3A deaminase	mIAP activ	beta cell repl	mIAP block	GRIN3A LBD mod	A3G deaminase	hIAP inh	MPTP inh	hIAP activ
CCn1cc([N+](=O)[O-])c(C(=O)NCc2ccc3c(c2)OCO3)n1	1	1	-1	-2	-2	-1	5	-0.1	0.95
COCCCNC(=O)c1ccc(-n2nc(C(F)(F)F)cc2-c2cccs2)cc1	1	1	-1	0	1	3	15	-0.7	0.85

(cont.)
Order of results – A3A deaminase	mIAP activ	beta cell repl	mIAP block	GRIN3A LBD mod	A3G deaminase	hIAP inh	MPTP inh	hIAP activ
- O=C(Nc1ccccc1C(=O)NCCN1CCOCC1)c1ccc(Cl)cc1Cl
  0	1.1	3	-5	-2	-7	-25	0.2	1.2
- CCNc1cc2oc(=O)c(CN3CCOCC3)c(C)c2cc1C
  1	1.1	6	-14	2	1	-15	-1.7	1.2
- COc1cc(/C=C/C(=O)N(C)CC(=O)Nc2ccccc2Br)cc2c1OCCO2
  4	0.96	0	4	1	-2	7	-0.4	0.93
- O=C(Nc1cccnc1)OCc1ccccc1
  -6	0.95	0	5	-2	-8	-2	-0.3	1
- O=C(COc1ccccc1N1C(=O)C2C3C=CC(C3)C2C1=O)c1ccccc1 (stereo unspecified)
  -1	1	-1	-4	2	-3	-5	3.7	1
- CC(C)(C)N(Cc1ccccc1)C(=O)COC(=O)c1ccc(S(=O)(=O)N2CCOCC2)cc1
  -2	0.92	0	8	3	5	-10	0.4	1.1
- O=C(O)CSc1nnc(-c2ccco2)o1
  -2	1	0	-2	-2	-5	2	2.0	0.98
- O=S(=O)(Nc1nccs1)c1ccc(F)cc1
  -2	0.84	-1	16	-1	-8	-2	-4.0	1
- COc1cc2c(cc1OC)C(Cc1ccc(O)c(Oc3ccc(C[C@H]4c5cc(OC)c(OC)cc5CCN4C)cc3)c1)N(C)CC2 (stereo partly specified)
  -4	1	-6	-1	.	-10	-1	.	1
- Cc1nc(SCc2ccccc2)n[nH]1
  -5	1	1	-2	0	-6	12	0.4	0.88
- C[C@@H](NC(=O)[C@@H]1Cc2ccccc2CN1)C(=O)Nc1ccc2c(c1)OCCO2
  -5	1	-4	-5	0	-5	-42	-1.0	1.4
- CCN1CCN(c2nc3c(c(=O)[nH]c(=O)n3C)n2Cc2ccccc2)CC1
  0	0.94	1	6	2	-2	10	-1.6	0.9
- Cc1cccc(N2C(=O)N3[C@@H]4c5ccccc5OC[C@@H]4[C@@H](c4ccccc4)[C@@]3(C)C2=O)c1
  -1	1	-2	-1	-2	-11	10	0.3	0.9
- COc1cccc(CNC(=O)CCC(=O)N2CCSc3ccccc32)c1OC
  -4	1	0	-4	0	-5	-6	-0.5	1.1
- CCN1CCC(O)(C#Cc2ccccc2)CC1
  0	1	-5	-1	0	-1	4	-0.9	0.96
- Cc1ccccc1NS(=O)(=O)c1ccc(OCC(=O)NCc2ccco2)cc1
  -1	0.99	-2	1	-1	-8	-33	-1.1	1.3
- CCc1cc[n+](CC(=O)Nc2ccc(Cl)cc2Cl)cc1
  -4	0.9	2	10	0	-5	2	-1.0	0.98
- Cc1ccc(CN(C(=O)c2csnn2)C(C(=O)NC2CCCC2)c2ccco2)cc1 (stereo unspecified)
  -4	0.93	0	7	0	-12	2	0.8	0.98
- CSc1ccccc1NC(=O)CN(C)CC(=O)Nc1cc(C)ccc1C
  -1	0.94	2	6	-4	-4	-6	1.0	1.1
- Cc1cc(C)c(C)c(S(=O)(=O)N[C@@H](C)C(=O)OC(C)C(=O)NC(N)=O)c1C (stereo partly specified)
  -3	1	1	-4	0	-6	10	1.4	0.9
- COP(=O)(/C=C/c1ccccc1)C(O)c1ccc(F)cc1 (stereo unspecified)
  -3	1	-3	-5	1	-6	-7	1.4	1.1
- Cc1nc(C#N)c(N/N=C/c2cccc(Cl)c2)o1
  1	0.98	-1	2	-11	-4	22	1.8	0.78
- COc1cc(/C=N/n2cnnc2)ccc1OC(=O)c1ccco1
  -4	0.99	0	1	-2	-8	-21	1.7	1.2
- COc1ccc(N2C(=O)C(CN3CCN(C)CC3)C2c2ccccc2)cc1 (stereo unspecified)
  2	1.1	-3	-8	-2	-10	-7	0.5	1.1
- O=C(CN1CCCC1)Nc1ccc(-c2nc3cc(NC(=O)CN4CCCC4)ccc3o2)cc1
  28	0.97	-5	3	0	0	-2	-1.1	1
- CCCN(C(=O)CSc1nc2cc(S(=O)(=O)N(CC)CC)ccc2o1)C1CCS(=O)(=O)C1 (stereo unspecified)
  3	0.94	-4	6	-3	-8	-14	0.4	1.1
- Cc1cc(N2C(=O)C(O)=C(C(=O)c3ccc(C)o3)C2c2cccs2)no1 (stereo unspecified)
  -4	0.98	-5	2	1	-4	3	-0.8	0.97
- COCCn1c(-c2ccc(OC)cc2)nc2ccccc21
  3	1.1	-1	-12	-1	2	-2	0.9	1
- O=C(Nc1ccc(F)cc1)c1ccccc1Oc1ccc(C(F)(F)F)cc1[N+](=O)[O-]
  -4	0.95	-5	5	-1	-5	-17	46	1.2
- Brc1cc(Br)c(Oc2cc(Br)c(Br)cc2Br)cc1Br
  -5	1.1	-7	-8	0	-13	15	2.8	0.85
- CNC(=O)CSCc1c(Cl)cccc1Cl
  2	1	0	-5	0	3	9	0.0	0.91
- Nc1[nH]n(-c2ccccc2)c(=O)c1N=Nc1ccccc1[N+](=O)[O-]
  1	0.79	-1	21	21*	-1	14	-0.7	0.86
- CN1CCCN=C1/C=C/c1cccs1
  -1	1	-3	-3	4	-9	6	1.4	0.94
- COc1ccc(OC)c(N(CC(=O)NCc2ccccc2)S(=O)(=O)c2ccc(OC)c(OC)c2)c1
  -6	1	0	-3	-2	0	-32	1.1	1.3
- CCC(C)NC(=O)CCc1c(C)nc2c(c(C)nn2-c2ccccc2)c1C (stereo unspecified)
  -4	1.1	-2	-6	-3	-6	5	0.4	0.95
- Cc1occc1C(=O)NCc1nc(-c2ccccc2)no1
  -4	0.89	-1	11	-1	-9	2	-0.4	0.98
- COc1ccc(S(=O)(=O)Nc2c(C)c(C)cc3c2ncn3C)cc1
  -4	1	-1	-5	2	-5	3	3.4	0.97
- COc1ccc(NS(=O)(=O)c2cccc(C(=O)NNC(=O)CNC(=O)c3ccccc3)c2)cc1
  -3	0.99	-3	1	-1	20	-4	7.1	1
- Cc1ccc(SCC(=O)Nc2nccs2)cc1
  2	1	-2	-2	1	2	9	0.3	0.91
- CCOc1ccc(S(=O)(=O)N/N=C(\C)C2CCCCC2)cc1
  2	0.98	-2	2	2	-11	7	3.7	0.93
- O=C(Oc1cc(-c2ccccc2)no1)c1cccc(C(F)(F)F)c1
  1	0.93	-2	7	0	-3	18	0.3	0.82
- CCCCN(C(=O)C1CC(=O)N(c2ccc3c(c2)OCCO3)C1)c1c(N)n(CC(C)C)c(=O)[nH]c1=O (stereo unspecified)
  0	1	0	-3	0	-12	-5	-2.1	1
- COc1cccc(/C=N/NC(=O)CCn2cnc3ccccc32)c1
  -1	0.91	-3	9	0	12	11	1.9	0.89
- CCOc1cc(C2C(C#N)=C(N)OC(C)=C2C(C)=O)cc(Br)c1O (stereo unspecified)
  0	0.98	-2	2	2	-4	7	3.9	0.93
- CCC(=O)N(CCC(Cc1ccccc1)c1ccc2c(c1)OCO2)Cc1ccccc1F (stereo unspecified)
  -1	1	-3	-3	-1	-2	2	-1.5	0.98
- COCCCNC(=O)c1cc(C(=O)Cc2ccccc2)c[nH]1
  -4	1	7	-2	-2	-11	-2	-3.1	1
- Cc1sc2ncnc(Nc3ccc(O)cc3)c2c1C
  -6	1	-4	-4	2	-5	-8	0.8	1.1
- O=C(Nc1ccc2c(c1)OCCO2)c1cc(-c2ccccn2)nc2ccc(Br)cc12
  3	0.99	-3	1	2	-12	-1	0.5	1
- C/C=C\C=C\C(=O)N1CC2(CC(c3cccc(NC(=O)CC(c4ccccc4)c4ccccc4)c3)=NO2)C[C@H]1C(N)=O (stereo partly specified)
  5	1.1	-7	-9	-10	-5	5	-1.2	0.95
- Cc1ccc(S(=O)(=O)NCC(=O)NCC(=O)OCc2c(F)cccc2Cl)cc1
  0	0.92	-5	8	0	-2	0	-2.1	1

(further entries)
Order of results – A3A deaminase	mIAP activ	beta cell repl	mIAP block	GRIN3A LBD mod	A3G deaminase	hIAP inh	MPTP inh	hIAP activ
- Cc1ccc(OCc2cc(C(=O)N(C)Cc3cnn(-c4ccccc4C)c3)no2)cn1
  -3	0.97	0	2	-2	0	-26	3.1	1.3
- COc1ccc(C(=O)COC(=O)c2ccc([N+](=O)[O-])s2)cc1OC
  5	1	-7	0	1	3	1	0.1	0.99
- COc1cccc(C2=NN(C(C)=O)C(c3cccs3)C2)c1 (stereo unspecified)
  1	0.97	1	3	-1	-4	14	-1.5	0.86
- CCC(/C=N/NC(=O)CCCCC(=O)N/N=C/C(CC)CC)CC
  1	0.99	1	1	-115	1	-14	0.6	1.1
- CCCOc1ccc(CSCCNC(=S)Nc2ccccc2)cc1
  -3	1.4	0	-37	3	-8	13	95*	0.87
- C/C(CC(=O)Nc1cccc2c1CCCC2)=N\NC(=O)COc1ccccc1
  -2	0.94	0	6	2	-5	-46	1.4	1.5
- CCOc1ccc(NC(=O)CN(C)C(=O)CCC2CCCCC2)cc1OCC
  1	1.2	-3	-22	2	-2	-16	0.6	1.2
- COc1cccc(/C=C/C(=O)c2ccc[nH]2)c1
  1	0.97	-4	3	-14	-3	10	0.5	0.9
- CCOc1ccccc1OCCn1nnc2ccccc21
  1	0.99	-1	0	1	-2	0	0.4	1
- CCOC(=O)C(/C(N)=N/C(=O)Nc1ccccc1)=C(\C)O
  -3	1	1	-2	2	-4	1	-0.4	0.99
- COc1ccc(CCNC(=O)C2CC(c3ccccc3C(F)(F)F)=NO2)cc1 (stereo unspecified)
  -4	0.96	-1	4	1	-9	0	-1.0	1
- Cc1c(Cl)cccc1NC(=O)CSc1nnnn1C
  -2	1.1	-4	-7	1	-4	-3	-0.3	1
